# Screening results from PubChem BioAssay.
# Rin1 Abl inh – inhibitors of Rin1-Abl protein binding, primary screen, biochemical, TR-FRET. Tyrosine-protein kinase ABL1 (Homo sapiens) + Ras and Rab interactor 1 (Homo sapiens), …. inhibition, % at 7.35 µM. 360,000 compounds, 0.4% hits; in the data active means inhibition above about 5%, passing the limit was not always enough
# MT1-MMP act inh – blockers of MT1-MMP proenzyme processing, primary screen, HT1080 RFP-PRO-GFP cells, GFP/RFP fluorescence; Matrix metalloproteinase-14 (Homo sapiens), P50281; GFP/RFP ratio fluorescence, overnight; percent of plate control window, DMSO zero; GFP/RFP ratio change, % at 20 µM; 360,000 compounds, 0.061% hits;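 active means GFP/RFP ratio change of at least 30% with cell ATP level not reduced by more than half and red fluorescence within 50% of control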; further: strong numbers were not always called active
#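 Compound: 20 µM single dose, 1% DMSO / System: HT1080 RFP-PRO-GFP cells / Controls: DMSO and RFP-L50D-GFP cell wells / Read-out basis: GFP/RFP fluorescence ratio / Schedule: overnight compound exposure at 37 °C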
# bovine MsrA act – bovine MsrA enzyme activators, primary screen, biochemical, absorbance, HTS. Methionine sulfoxide reductase A (Bos taurus). purified bovine MsrA, absorbance read-out. activation, % at 10.6 µM. 360,000 compounds, 0.3% hits. AID 602163, 2012; in the data active means activation above about 7.5%;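 further: 0% = vehicle and 100% = reference activator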
# E coli Lon inh – inhibitors of E. coli Lon protease, primary screen, biochemical, fluorescence polarization; 360,000 compounds, 0.42% hits; inhibition, % at 7.94 µM; purified E. coli Lon protease; in the data active means inhibition above about 13%, passing the limit was not always enough;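 further: 0% = enzyme with probe and DMSO and 100% = no enzyme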
# Target sequence (P0A9M0 whole entry, looked up): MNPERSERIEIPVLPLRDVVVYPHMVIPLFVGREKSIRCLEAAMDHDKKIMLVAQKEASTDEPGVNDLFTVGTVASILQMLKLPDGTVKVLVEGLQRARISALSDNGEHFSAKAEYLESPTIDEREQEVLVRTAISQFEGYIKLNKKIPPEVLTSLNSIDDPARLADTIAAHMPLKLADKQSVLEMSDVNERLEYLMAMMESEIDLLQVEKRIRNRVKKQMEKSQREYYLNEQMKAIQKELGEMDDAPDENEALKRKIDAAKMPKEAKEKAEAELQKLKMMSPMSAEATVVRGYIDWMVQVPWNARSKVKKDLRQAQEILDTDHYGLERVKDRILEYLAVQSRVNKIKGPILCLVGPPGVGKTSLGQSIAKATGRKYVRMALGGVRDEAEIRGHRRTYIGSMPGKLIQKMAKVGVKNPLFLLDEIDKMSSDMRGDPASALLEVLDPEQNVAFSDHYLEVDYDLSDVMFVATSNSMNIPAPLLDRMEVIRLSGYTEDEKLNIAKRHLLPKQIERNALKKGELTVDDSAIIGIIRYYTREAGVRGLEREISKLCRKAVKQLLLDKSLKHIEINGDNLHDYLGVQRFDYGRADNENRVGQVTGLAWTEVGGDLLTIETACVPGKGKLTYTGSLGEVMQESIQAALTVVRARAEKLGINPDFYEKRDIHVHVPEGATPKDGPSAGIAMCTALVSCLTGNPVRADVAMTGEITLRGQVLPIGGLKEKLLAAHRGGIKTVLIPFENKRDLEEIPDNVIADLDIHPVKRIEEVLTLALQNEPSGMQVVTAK
# FAS-TE inh – FAS thioesterase domain inhibitors, primary screen, biochemical, fluorescence intensity, uHTS. AID 602261, 2012. inhibition, % at 15 µM. 360,000 compounds, 0.67% hits. recombinant FAS-TE, OMFH fluorogenic substrate, fluorescence endpoint;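 active means compounds whose normalised, plate-corrected inhibition of enzyme fluorescence in the single-dose primary screen is 50% or more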;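 further: 0% = DMSO with enzyme and 100% = substrate without enzyme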
# PABP1 MLLE inh – inhibitors of PABP1 MLLE–PAM2 peptide binding, primary screen, biochemical, fluorescence polarization, FITC-PAM2, GST-MLLE | 360,000 compounds, 0.36% hits | inhibition, % at 20 µM; in the data active means inhibition above about 35%, passing the limit was not always enough;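 further: plate controls were DMSO wells with GST-MLLE for no effect and wells lacking GST-MLLE protein for full effect; some results filed as inactive read as strong as hits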
# Neddylation inh – inhibitors of cullin neddylation, primary screen, biochemical, TR-FRET, uHTS, NAE and Ubc12; calls only at 25 µM; 360,000 compounds, 0.58% hits; AID 651699, 2012; in the data active means inhibition above about 36%
# SKN-1 block – suppressors of acrylamide-induced Pgst-4::GFP reporter in worms, primary screen, SKN-1 inhibitor project, whole organism, uHTS, GFP/RFP fluorescence ratio, strain VP596; C. elegans VP596 Pgst-4::GFP/RFP ratio, 24 h; AID 624304, 2012; inhibition, % at 21.8 µM; 360,000 compounds, 0.49% hits;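 active means interference check ratio from 0.5 to 1.5 plus GFP to RFP signal ratio inhibition reaching or exceeding a fixed threshold, cut at about 30% in these data, passing the limit was not always enough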; further: some compounds called inactive have numbers as strong as hits
# CendR NRP1 mod – modulators of CendR peptide binding to NRP-1, primary screen, biochemical, fluorescence polarization, uHTS; Neuropilin-1 (Homo sapiens), O14786; FAM-RPARPAR peptide binding to NRP-1; inhibition, % at 25 µM; 360,000 compounds, 0.85% hits;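 active means inhibition or corrected inhibition above about 18%, plus a signal ratio from 0.5 to 1.5, limit read from the data, passing the limit was not always enough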; further: strong numbers were not always called active
# The depositor's hits bear a star; i = inactive; . = no result given; & = joins results of further samples.
SMILES,Rin1 Abl inh,MT1-MMP act inh,bovine MsrA act,E coli Lon inh,FAS-TE inh,PABP1 MLLE inh,Neddylation inh,SKN-1 block,CendR NRP1 mod
Cc1ccc(-c2csc(/C(C#N)=C/Nc3ccccc3SC(F)(F)F)n2)c(C)c1,-5,-10,-3,4,27,2,i,-3,14
O=C(CCCn1cncn1)N1CCCC(Nc2ccc(F)cc2)C1 (centres undefined),-2,2,-6,3,-7,-7,i,-12,-1
Cc1ccccc1-n1cnc2cc(NCc3cccs3)ccc21,-1,17,-1,13,10,6,i,28,-12
COc1cc(CN2C(=O)C(C)ON=C2c2ncccc2C)cc(OC)c1 (centres undefined),-1,3,0,-6,-3,2,i,4,-3
COc1ccc(NC(=O)c2ccc(Cl)nc2)cc1S(=O)(=O)N1CCCCC1,-2,3,-12,2,-1,0,i,4,6
Cc1ccc2[nH]c(C(=O)N3CCCCC3)cc2c1,-1,3,-1,2,-2,4,i,1,1
COc1ccc(N2CCN(C(=O)CC3NC4CCCCC4NC3=O)CC2)cc1 (centres undefined),-2,1,-3,6,-8,6,i,-1,7
COc1ccc(/C=C2\N=C(SC)NC2=O)cc1,-1,1,-6,1,-3,-147,i,-19,1
Cc1ccc(NC(=O)/C(=C/c2ccco2)c2ccccc2)c(C)c1,0,-4,-2,-12,12,-1,i,2,7
O=C1CC(N2CCCc3ccccc32)C(=O)N1c1ccccc1 (centres undefined),-2,1,0,1,1,-2,i,3,-6
COc1cc(/C=C/C(=O)N2C(=O)c3cccc(N)c3C2=O)cc(OC)c1OC,-2,4,1,3,-7,-18,.,5,-14
COc1ccccc1C(CNC(=O)c1cccc(S(=O)(=O)Nc2ccc(C)cc2)c1)N(C)C (centres undefined),-5,2,-1,2,-1,-9,i,15,9
CSc1nccc(NC(=O)c2ccc(C(C)(C)C)cc2)n1,1,-7,1,-6,19,-3,i,11,2
CC1(C)c2[nH]c3ccccc3c2C[C@H]2C(=O)N(CCCCCO)CC(=O)N21,4,1,-2,-15,-3,-4,i,-8,-3
COc1ccc(/C=C(/C(=O)c2cccs2)N2C=CC=CC2=C(C#N)C#N)cc1,-4,-44,-9,-8,16,1,i,14,-6
OC(Cn1cnnc1)c1ccccc1 (centres undefined),7,6,-3,2,-7,-12,i,11,9
COc1ccc(C(=O)OCC(=O)NCC2CCCO2)c(F)c1 (centres undefined),1,-2,-3,-1,-13,-2,i,12,11
CCc1cc(C(=O)NCC(c2ccc(OC)cc2)N2CCOCC2)sc1C (centres undefined),2,3,-4,-3,-5,-4,i,13,2
CC1CCN(C(=O)C2CCN(CC(C)c3ccccc3)CC2)CC1 (centres undefined),-2,1,0,4,-5,1,i,1,8
O=c1c2cc(Cl)ccc2nc(-c2ccc([N+](=O)[O-])cc2)n1O,3,3,-6,7,21,-11,i,3,12
Clc1cccc(OCc2nnc(-c3ccccc3Br)o2)c1,2,2,-3,1,25,-8,i,1,3
CCCOc1ccc(NC(=O)CCC(=O)NC(C)c2ccccc2)cc1 (centres undefined),1,-3,-2,-3,-4,0,i,12,1
CCOCCN(C(=O)COC)c1cccc(OC)c1,1,3,-12,-7,-11,3,i,2,-11
COC(=O)/C=c1/sc2nc3ccccc3n2c1=O,1,-7,0,0,-9,4,i,-5,4
COCCNC(=O)COc1coc(CN2CCN(Cc3ccccc3)CC2)cc1=O,3,2,-3,0,-4,6,i,1,9
COc1ccc(N2CC(C(=O)Nc3nccs3)CC2=O)cc1 (centres undefined),2,-1,0,5,-8,1,i,-16,-3
COc1ccc(C2C(C#N)=C(N)Oc3c2sc2nc(C)cc(C)c32)cc1 (centres undefined),-1,-9,-1,-6,12,-3,i,10,-20
CCCN(CCC)C(C)C(=O)NCC1(c2ccccc2)CCCC1 (centres undefined),1,-4,-1,0,4,9,i,6,0
Cc1cc(C)c(-c2cc(NC(=O)COC(=O)c3ccc(CO)cc3)n(-c3ccccc3)n2)cc1C,-1,-2,-2,-5,28,-14,i,8,5
CC1CCN(C(=O)COC(=O)C2CCN(S(=O)(=O)c3ccc4c(c3)OCCO4)CC2)CC1,-3,-6,-1,2,2,-17,i,8,14
O=C(COC(=O)C1CCN(c2ccc(C(F)(F)F)cn2)CC1)NCc1ccc(F)cc1,2,5,-1,3,11,0,i,-1,-5
COc1ccc(C/C(C)=N\NC(=O)c2c[nH]c3ccccc23)cc1OC,-3,3,-7,0,-8,4,i,3,11
COc1ccccc1CNC(=O)[C@@H]1CCCN1C(=O)[C@@H]1Cc2ccccc2CN1C(=O)OC(C)(C)C,3,-5,-1,-12,-1,4,i,-21,-4
CCOC(=O)C1=C(O)C(=O)C(C(=O)OCC)C1 (centres undefined),0,2,-2,-5,-8,-6,i,5,5
O=C(CSCc1ccc(Br)cc1)N1CCOCC1,2,-2,4,-7,-5,2,i,5,5
CC(=O)Nc1sc2c(c1C(c1cccc(F)c1)N1CCN(CCO)CC1)CCCC2 (centres undefined),1,1,-1,0,0,-2,i,-8,8
O=C(NCc1ccccc1C(F)(F)F)C1CC(c2ccccc2C(F)(F)F)=NO1 (centres undefined),2,-1,-8,8,11,8,i,-8,9
COc1ccc(C(=O)Nc2nc(OCC(F)(F)F)cnc2/C=C\c2ccccc2)c(OC)c1,-1,-11,-2,-6,26,-3,i,7,-3
CCN1C(=O)[C@@H]2[C@@H](c3ccc(-c4ccc(Cl)c(Cl)c4)cc3)N3CCC[C@@]3(C(=O)OC)[C@@H]2C1=O,0,7,-3,-7,23,-4,i,17,-8
CCCc1cc(C(=O)NC2CCCCC2)no1,-1,9,-3,-4,-2,-8,i,10,2
O=C(NCCNC(=O)c1ccc(Br)o1)c1ccc(Br)o1,2,2,-2,0,0,1,i,-16,8
CCCCCC1CCC(c2ccc(C(N)=O)cc2)CC1 (centres undefined),3,0,4,-9,-3,5,i,2,2
O=c1cc(CSc2nnnn2-c2ccccc2)nc(Nc2ccc(F)cc2)[nH]1,-4,-2,-6,2,7,-43,i,9,-34
CCc1ccccc1NC(=S)N1CCC(C(=O)c2ccc(F)cc2)CC1,-1,-1,0,-1,12,-53,i,5,3
C#CC(C)(CC)NC(=O)c1cc(OC)c(OC)c(OC)c1 (centres undefined),-1,4,-5,-12,-8,-4,i,-9,3
CCOC(=O)c1cccc(N/C=C/C(=O)c2ccc(OC)c(OC)c2)c1,0,1,-12,-1,8,-28,i,-2,-29
CN(C(=O)COC(=O)c1ccccc1NCc1ccco1)c1c(N)n(Cc2ccccc2)c(=O)[nH]c1=O,1,-5,-2,-14,-1,-48,.,-8,-16
Cc1c(Br)c(C(F)(F)F)nn1CC(=O)NCC1CCCO1 (centres undefined),-3,2,-4,-1,-4,6,i,4,-4
COc1ccc(C(=O)NCCn2cc(SCC(N)=O)c3ccccc32)cc1,-3,-1,1,9,-2,7,i,-8,-7
CC(=O)Nc1ccc(OC(=O)c2cc([N+](=O)[O-])ccc2Cl)cc1,-2,1,-1,0,9,2,i,1,-4

# Carrying on:
SMILES,Rin1 Abl inh,MT1-MMP act inh,bovine MsrA act,E coli Lon inh,FAS-TE inh,PABP1 MLLE inh,Neddylation inh,SKN-1 block,CendR NRP1 mod
Cc1ccc(NC(=O)CSc2nn3c(=O)c(C)nnc3s2)cc1Cl,-1,2,-9,3,-3,33,i,21,1
Cc1ccccc1C(=O)NN1CC(C(=O)OCc2ccc(Cl)c(Cl)c2)CC1=O (centres undefined),0,3,-1,-5,22,1,i,1,-2
CC(C)N(Cc1ccccc1)C(=O)/C=C/c1ccccc1[N+](=O)[O-],-3,-3,-8,-8,6,7,i,-5,-5
NC1=C(Br)C(=O)c2ncccc2C1=O,-13,-12,7,-3,18,39*,i,8,28*
CCc1nnc(NC(=O)c2ccc(Cl)c(S(=O)(=O)N3CCc4ccccc4C3)c2)s1,0,0,-4,0,-2,-17,i,-6,-6
O=c1[nH][nH]c(-c2ccccc2)c1C=Nc1ccccc1,3,-1,-3,-4,-8,1,i,0,2
COc1ccc(C(=O)N/C(=C\c2cccc([N+](=O)[O-])c2)C(=O)Nc2cccc(C(=O)O)c2)cc1,0,2,-2,-1,49,11,i,-1,-6
C=CCN(c1ccccc1)S(=O)(=O)c1cccc(C(=O)Nc2ccc(N3CCOCC3)cc2)c1,1,1,-1,-11,22,1,i,4,3
CS/C(=N\S(=O)(=O)c1cccs1)Nc1ccc(Br)cc1F,6&-1,5&1,-13&-4,5&3,6&-2,4&6,i,-7&-5,-4&2
CCN(C(=O)COC(=O)c1[nH]c(C)c(C(C)=O)c1C)C1CCS(=O)(=O)C1 (centres undefined),3,4,1,-8,-8,6,i,-3,14
O=C(O)CCc1ccc(-c2cccs2)o1,4,1,-14,-8,-7,31,i,-11,-15
COC(=O)C1CCN(c2ccc([N+](=O)[O-])cc2[N+](=O)[O-])CC1,-2,5,-4,-4,15,-6,i,1,12
COc1ccc(C(=O)COC(=O)c2ccc3c(c2)OCCO3)c(OC)c1,1,8,-2,-4,22,-5,i,6,11
CC1(C)CC(=O)C(CCCN2C(=O)c3ccccc3C2=O)C(=O)C1,1,3,-2,-3,-3,-4,i,1,0
Cc1ccc(-c2[nH]ncc2CNCCc2cnn(-c3ccccc3)c2)cc1C,1,0,1,-10,1,-3,i,5,6
COc1ccc(S(=O)(=O)N2CCCC(C(=O)NCc3ccccn3)C2)cc1Cl (centres undefined),4,-2,-3,-8,-2,12,i,-3,2
CC(OC(=O)c1nc(Cl)ccc1Cl)C(=O)Nc1ccccc1F (centres undefined),-2,0,-4,-10,-4,9,i,-8,-4
Cc1ccc(C)c(S(=O)(=O)NCc2ccncc2)c1,-1,1,-2,2,-7,5,i,7,8
COc1ccc(-n2c(SCC(=O)N(C)c3ccccc3)nc3c([nH]c4ccccc43)c2=O)cc1OC,3,-7,-3,0,-10,-7,i,7,2
CC(C)c1cc(C(=O)Nc2sc3c(c2C#N)CCC3)no1,0,0,-5,-2,0,27,i,6,-6
COc1cc(C(=O)N2CCC3(CC2)NCCc2[nH]cnc23)cc(OC)c1OC,4,1,-1,-1,-9,6,i,16,-3
CCCCC(=O)Nc1nn(CC(C)C)c2nc3ccccc3cc12,-4,-7,-1,2,3,15,.,-8,-2

# Entries of single compounds as entered above. Values in the order: Rin1 Abl inh	MT1-MMP act inh	bovine MsrA act	E coli Lon inh	FAS-TE inh	PABP1 MLLE inh	Neddylation inh	SKN-1 block	CendR NRP1 mod
# O=C(O)CCc1ccc(-c2cccs2)o1 in the list: 4	1	-14	-8	-7	31	i	-11	-15
# Cc1ccc(-c2[nH]ncc2CNCCc2cnn(-c3ccccc3)c2)cc1C in the list: 1	0	1	-10	1	-3	i	5	6
# COc1ccc(-n2c(SCC(=O)N(C)c3ccccc3)nc3c([nH]c4ccccc43)c2=O)cc1OC in the list: 3	-7	-3	0	-10	-7	i	7	2
# CCCCC(=O)Nc1nn(CC(C)C)c2nc3ccccc3cc12 in the list: -4	-7	-1	2	3	15	.	-8	-2
